Screens (PubChem BioAssay)
Cl transport mod: modulators of human KCC2 chloride dependent transport. Q9H2X9. KCC2 cells, thallium flux FluoZin-2 fluorescence. B-score of Tl+ flux slope (higher = more flux/activation; lower = inhibition) at 10 µM. 190,000 compounds, 2.2% hits;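 active = thallium flux slope and its plate-corrected score both differing from the plate sample mean at a set confidence after two filtering rounds, in either direction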;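 also: slope of fluorescence scaled to starting intensity during 10 to 20 s after thallium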
Target sequence (Q9H2X9 whole entry, looked up): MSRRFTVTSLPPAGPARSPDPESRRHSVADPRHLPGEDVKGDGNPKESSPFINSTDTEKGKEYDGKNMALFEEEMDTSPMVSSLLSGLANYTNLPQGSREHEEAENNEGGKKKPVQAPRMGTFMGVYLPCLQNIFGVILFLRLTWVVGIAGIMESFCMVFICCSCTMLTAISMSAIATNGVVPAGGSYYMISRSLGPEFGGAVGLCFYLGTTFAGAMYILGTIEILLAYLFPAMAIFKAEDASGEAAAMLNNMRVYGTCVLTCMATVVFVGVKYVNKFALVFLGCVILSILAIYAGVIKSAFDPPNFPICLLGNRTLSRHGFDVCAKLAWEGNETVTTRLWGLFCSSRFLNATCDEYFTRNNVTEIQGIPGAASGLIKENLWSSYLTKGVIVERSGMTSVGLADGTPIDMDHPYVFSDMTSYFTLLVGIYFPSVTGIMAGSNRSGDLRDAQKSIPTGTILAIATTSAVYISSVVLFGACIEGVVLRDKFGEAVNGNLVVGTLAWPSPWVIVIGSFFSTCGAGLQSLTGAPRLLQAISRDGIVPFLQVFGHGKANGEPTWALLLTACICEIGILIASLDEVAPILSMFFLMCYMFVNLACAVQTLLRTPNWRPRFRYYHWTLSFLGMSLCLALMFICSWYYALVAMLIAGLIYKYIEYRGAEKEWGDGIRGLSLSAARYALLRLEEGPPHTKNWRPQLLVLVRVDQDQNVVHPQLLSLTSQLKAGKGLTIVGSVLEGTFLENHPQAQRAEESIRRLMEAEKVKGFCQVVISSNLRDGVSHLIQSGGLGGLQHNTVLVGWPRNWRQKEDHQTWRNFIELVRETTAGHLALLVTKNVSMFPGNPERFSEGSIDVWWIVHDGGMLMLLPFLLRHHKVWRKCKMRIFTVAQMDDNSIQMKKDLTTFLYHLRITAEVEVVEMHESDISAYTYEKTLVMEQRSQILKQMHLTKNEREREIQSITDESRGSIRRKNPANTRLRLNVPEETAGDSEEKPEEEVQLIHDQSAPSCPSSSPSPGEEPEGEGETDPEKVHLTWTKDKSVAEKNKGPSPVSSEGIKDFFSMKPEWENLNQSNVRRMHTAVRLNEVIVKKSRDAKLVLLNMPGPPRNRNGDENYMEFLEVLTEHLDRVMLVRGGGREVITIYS
thrombin 1536: thrombin (human) inhibition; P00734; 220,000 compounds, 0.26% hits; alpha-thrombin, Boc-VPR-AMC fluorogenic substrate cleavage; inhibition, % at 5 µM; AID 1046;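 active = inhibition at or above 40%; inactive = inhibition below 40%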;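 also: 0% = enzyme with no compound and 100% = wells without enzyme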
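Test system: human alpha-thrombin protein / Dosing: one concentration per compound, 5 µM, with 0.2% DMSO / Medium: pH 7.5 Tris-saline with Tween 20 / Benchmarks: no-compound enzyme wells and no-enzyme blanks / Read-out basis: percent inhibition of thrombin substrate cleavage / Timing: reaction at room temperature / Measured by: fluorescence, ex 355 nm, em 460 nm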
Tb hexokinase: T. brucei hexokinase 1 inhibition | recombinant TbHK1, G6PDH-coupled NADH A340 | inhibition, % at 10 µM | 220,000 compounds, 0.11% hits | AID 1430;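 active = inhibition of 50% or more in the single-dose primary screen; inactive = inhibition below 50%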
m-calpain inh: blocks pig calpain II enzyme activity; purified calpain II, fluorogenic peptide substrate, 30 min; inhibition, % at 16 µM; 220,000 compounds, 0.37% hits; AID 1236;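 active = inhibition above about 50%, limit read from the data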
Furin inhibitor: blocks human furin protease activity. P09958. purified furin, fluorogenic substrate cleavage. inhibition, % at 30 µM. 220,000 compounds, 0.061% hits. AID 463115; in the data active = inhibition above about 25%; also: inactives centre near -15
TRPML3 agonist: human mucolipin-3 channel agonism; activation, % at 3 µM; HEK293 TRPML3-YFP, Fluo-8 calcium fluorescence; 100% = the carbachol control signal; 220,000 compounds, 0.29% hits;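 active = activation above its plate's cutoff, the mean activation of the plate's test wells plus 3 SD, cut at about 12% in these data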;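 also: 0% = DMSO only wells and 100% = carbachol wells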
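Material: TRPML3-YFP stable HEK293 cells | Dosing: One concentration, 3 µM nominal, 0.3% DMSO | Timing: 125 s total fluorescence read per well | Technique: Fluo-8 calcium dye fluorescence, ex 470-495, em 515-575 nm | Measure: Percent activation from peak-to-basal fluorescence ratio, scaled between DMSO and carbachol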
zfTRPN1 agonist: activates the zebrafish TRPN1 channel; HEK293 zebrafish TRPN1-YFP, Fluo-8 calcium fluorescence; 100% = response to 87 µM carbachol; 220,000 compounds, 0.18% hits; activation, % at 3 µM;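 active = activation above its plate's cutoff, the mean activation of test wells on that plate plus 3 SD, cut at about 19% in these data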;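 also: 0% = DMSO alone and 100% = 87 µM carbachol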
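Assay system: Zebrafish TRPN1-YFP in HEK293 cells | Incubation: Dye loading 1 h at 37 °C, then 30 min room temperature | Measured by: Kinetic Fluo-8 fluorescence, ex 470-495, em 515-575 nm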
EBV gp42 inh: EBV gp42 inhibition; Fluorescence polarization binding assay, mP read-out; 220,000 compounds, 0.42% hits; inhibition, % (tested at 21.74 µM); in the data active = inhibition above about 50%
PPC-1+TRAIL kill: compounds killing PPC-1 cancer cells with TRAIL present (potentiator screen, no TRAIL-free arm); PPC-1 cells + TRAIL, ATPLite viability luminescence; cell killing (% activity), % at 4 µM; 220,000 compounds, 0.41% hits;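 active = cell killing above 50% in the first pass at 4 µM, then a duplicate retest at 5 µM averaging 50% or more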;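 also: plate controls were cells with TRAIL plus DMSO for no effect and medium-only wells lacking cells for full effect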
* = called active by the depositor; nt = not tested or not shown; [ ] = dose if it differs, or a comment.

SMILES	Cl transport mod	thrombin 1536	Tb hexokinase	m-calpain inh	Furin inhibitor	TRPML3 agonist	zfTRPN1 agonist	EBV gp42 inh	PPC-1+TRAIL kill
Cc1[nH]c2ccccc2c(=O)c1CN(C)Cc1ccccc1	nt	-1	-10	-40	-14[20 µM]	1.5	0.2	-7	18
Cc1nc2c(C#N)cnn2c2c1CCNN2C	0.023	4	-13	-18	-28	1.0	0.9	-5	7
CCCOc1ccc2c3c(c(=O)oc2c1)CCCC3	-1.1	1	-9	-115	-17[20 µM]	0.3	-0.1	2	31
CN1N=C(c2ccc(F)c(F)c2)CSC1=NCc1ccccc1	1.3	-3	-6	3	-22	0.4	-0.1	-3	19
COc1ccc(-c2ccc(CCC(=O)O)n2CC2CCCO2)cc1 (stereo not drawn)	-0.5	-1	-9	-191	-30	0.5	2.7	-4	-2
CCOC(=O)N1CCN(S(=O)(=O)c2ccc(C)c(C)c2C)CC1	-0.15	-1	0	-30	-15[20 µM]	0.1	0.6	-8	11
Cc1cc(/C=C(\C#N)C(=O)O)c(C)n1CCC(C)C	-1.4	3	-56	18	-11	0.5	1.7	-10	20
CCCn1c(SCC(=O)Nc2ccc3c(c2)OCO3)nc2c1c(=O)n(C)c(=O)n2C	-0.12	3	-1	-12	-28	0.8	3.3	-7	6
NS(=O)(=O)c1ccc(CNC(=O)/C=C/c2ccc(S(=O)(=O)N3CCOCC3)cc2)cc1	0.014	1	-5	6	-18	0.2	3.5	1	-19
CCOC(=O)[C@H]1NN=C(C(=O)OC)[C@@H]1c1ccccc1	-0.033	-1	-8	-11	-20	0.3	-1.0	10	0
CC(=C1C(=O)c2ccccc2C1=O)N1CCc2ccccc2C1	nt	-4	-18	14	-12[20 µM]	0.7	0.1	-6	8
Cc1cnc(NC(=O)COc2cccc3c2OC(C)(C)C3)s1	nt	-3	8	17	4[20 µM]	-1.0	-1.0	10	-1
Cc1ccc2c(c1)N(Cc1ccncc1)C(=O)C(C)O2 (stereo not drawn)	-0.19	-6	4	-1	-5[20 µM]	0.1	-1.9	-16	13
COc1ccc(C(=O)C[n+]2ccc3c(c2)nc(-c2ccc(OC)cc2OC)n3C)cc1	2.1	12	-3	10	3[20 µM]	0.1	-1.2	-4	28
CCN(CC)S(=O)(=O)c1ccc(C(=O)Nc2ccc3c(c2)OCO3)cc1	1.7	-7	0	-16	-21	0.4	1.4	-20	20
NN1C(=O)c2cccc3c(C(=O)O)ccc(c23)C1=O	0.27	1	-36	0	-2	-0.2	0.9	-5	10
CCOC(=O)N1CCN(CC(O)COc2ccccc2C(C)CC)CC1 (stereo not drawn)	0.53	1	-3	-42	-17[20 µM]	1.4	-0.2	-11	15
O=C(c1ccc(CS(=O)(=O)c2ccc(Br)cc2)o1)N1CCOCC1	1.4	-4	-1	-6	-18	0.9	1.0	-8	10
Cc1nnc(Sc2cc(C(=O)NCCCOC(C)C)c3ccccc3n2)s1	0.012	-8	-13	-4	-10	0.4	-0.7	-17	-7
CCOC(=O)C1CCN(Cc2ccc(N(C)C)cc2)CC1	0.0051	-1	-2	12	-30	1.0	0.7	-26	21
O=C(Nc1cc(=O)[nH]c2ncnn12)c1ccc(Cl)cc1Cl	0.65	1	3	-14	-5[20 µM]	0.4	2.2	-13	-3
O=C(COC(=O)c1ccco1)NCC1CCCO1 (stereo not drawn)	1	6	-4	-5	-19	1.0	1.7	-21	21
O=C(CSc1nnc(-c2ccco2)o1)N1c2ccccc2CCc2ccccc21	-1.3	-22	7	13	-20[20 µM]	-1.4	-2.5	-14	13
Cn1c(=O)n(C)c2cc(S(=O)(=O)Nc3cc(Cl)ccc3O)ccc21	-0.38	0	-4	5	-17	0.8	3.1	-19	16
COC(=O)c1ccc(CO/N=C2\CCCc3nonc32)cc1	0.0066	2	2	3	-31	1.1	-0.2	-13	18
O=C(O)CCc1ccc(-c2cccs2)n1NC(=O)c1ccc(Cl)cc1Cl	0.053	4	1	-52	-5[20 µM]	0.1	-0.8	-12	24
N#CCCCN1C(=O)C(=C(C#N)C#N)c2ccccc21	0.02	-14	-6	-30	-11	0.2	0.9	-4	-10
Brc1cc(/C=N/n2cnnc2)oc1Br	0.15	-10	-14	6	-9	-0.1	1.3	-19	8
O=C(N/N=C/c1ccc(Cl)cc1)C1CC12CCC2 (stereo not drawn)	-1.2	0	0	5	-16	-0.8	-1.0	5	14
CCOc1ccc(-c2noc(=O)[nH]2)cc1	nt	-5	5	17	-25	0.7	1.9	4	-18

Brought forward from above: six compounds, followed by the next part.
SMILES	Cl transport mod	thrombin 1536	Tb hexokinase	m-calpain inh	Furin inhibitor	TRPML3 agonist	zfTRPN1 agonist	EBV gp42 inh	PPC-1+TRAIL kill
COC(=O)c1ccc(CO/N=C2\CCCc3nonc32)cc1	0.0066	2	2	3	-31	1.1	-0.2	-13	18
O=C(O)CCc1ccc(-c2cccs2)n1NC(=O)c1ccc(Cl)cc1Cl	0.053	4	1	-52	-5[20 µM]	0.1	-0.8	-12	24
N#CCCCN1C(=O)C(=C(C#N)C#N)c2ccccc21	0.02	-14	-6	-30	-11	0.2	0.9	-4	-10
Brc1cc(/C=N/n2cnnc2)oc1Br	0.15	-10	-14	6	-9	-0.1	1.3	-19	8
O=C(N/N=C/c1ccc(Cl)cc1)C1CC12CCC2 (stereo not drawn)	-1.2	0	0	5	-16	-0.8	-1.0	5	14
CCOc1ccc(-c2noc(=O)[nH]2)cc1	nt	-5	5	17	-25	0.7	1.9	4	-18
O=C(/C=C/c1ccc(Cl)cc1)NCCc1ccccc1	-3.2	-5	4	-8	-29	-0.2	-1.8	-7	8
Cn1c(Cc2cccc3ccccc23)nnc1SCc1ccc([N+](=O)[O-])cc1	-2.9	-13	7	-11	8	-0.4	-0.1	-16	18
COc1ccc(N2CCN(C(c3ccccc3OC)c3nnnn3Cc3ccco3)CC2)cc1 (stereo not drawn)	nt	-6	-10	24	-16	-0.5	0.0	-25	2
O=C(COc1ccccc1)Nc1ccc(-c2nnc(-c3ccco3)o2)cc1	-1.1	-2	-28	-55	-27	0.5	0.1	-5	-20
C=CCNCCCOc1ccc(C(C)(C)c2ccccc2)cc1	-0.22	0	5	-8	-18	1.1	1.5	-4	15
CCc1nc(SCC#N)c(C#N)cc1C	-2.3	1	-12	-64	-31	0.1	-2.2	0	33
COc1ccc(S(=O)(=O)N2CCN(Cc3cccc(Cl)c3)CC2)cc1	-1.4	35	-6	21	-21[20 µM]	-0.6	-0.2	-5	6
Cc1ccc(Nc2cc(-n3nc(C)cc3C)ncn2)c(C)c1	-1.5	4	1	29	-3	-0.7	-0.6	-19	26
O=C(NCc1ccc2c(c1)OCO2)C1(S(=O)(=O)c2ccccc2)CC1	nt	-1	-3	-17	-11[20 µM]	-0.2	-0.9	2	-12
Nc1nnc(Sc2ncccc2[N+](=O)[O-])s1	0.35	-3	-11	-3	-15	0.7	2.5	-3	-2
CNC(=O)C(=O)NCC1OCCN1S(=O)(=O)c1ccc([N+](=O)[O-])cc1 (stereo not drawn)	1.1	-2	-1	-2	-11	0.8	2.3	-23	3
CCN(CC)S(=O)(=O)c1ccc(OC)c(NC(=O)C(C)Oc2ccc3c(C)cc(=O)oc3c2)c1 (stereo not drawn)	-1.7	-3	-25	-21	-22	-0.1	0.0	-11	2
CN1CCN(CC(=O)Nc2ccc(Oc3ccccc3)cc2)CC1	-0.39	2	8	-6	-20[20 µM]	1.6	2.5	-6	18
CC(C)CCn1nnnc1C(c1ccccc1F)N1CCC(C(N)=O)CC1 (stereo not drawn)	0.021	-1	-4	1	-20	0.8	-0.5	-22	13
CCN1CCN(c2cc3nc(C)n(Cc4ccccc4)c(=O)c3cc2NC(=O)c2ccccc2F)CC1	0.12	-5	-14	-121	-6	1.5	1.3	-4	9
CCCCN(CC)CCNC(=O)CCNC(=O)Cn1ccc2ccccc2c1=O	-0.33	-6	-6	21	-27	1.3	-1.6	4	12
O=C(O)c1ccc2c(c1)NC(=O)C(N1CCCC1)S2 (stereo not drawn)	0.0083	-2	1	-7	-19	0.9	1.2	33	10
CN1CCN(c2ccc([N+](=O)[O-])cc2NC(=O)c2ccccc2Cl)CC1	0.096	1	-11	21	-13	0.9	0.9	-12	12
COc1cccc(C(=O)NCC2CCN(c3ccc(S(=O)(=O)N4CCOCC4)cc3)CC2)c1	-0.36	-10	-4	27	-28	-0.5	2.3	-15	-2
CCOC(=O)CCC(=O)N(CCN(C(=O)CCC(=O)OCC)c1ccccc1)c1ccccc1	0.77	-2	0	19	-8	0.2	1.2	-4	24
O=C(OCCN(C1=NS(=O)(=O)c2ccccc21)c1ccccc1Cl)c1ccc(Cl)cc1	0.2	-6	6	3	-25[20 µM]	0.2	0.1	13	-2
O=C(Nc1cnn(Cc2ccc(F)cc2)c1)C(c1ccccc1)c1ccccc1	1.1	-3	38	53*	4	0.2	-0.2	16	28
CC(C)N1C(=O)C2C(c3ccccc3O)NC(C)(C(=O)O)C2C1=O (stereo not drawn)	0.12	-3	4	-30	-18	nt	nt	-11	-3
c1ccc(-c2nc3cc4ccccc4cc3[nH]2)nc1	-1.6	4	-40	-136	-9[20 µM]	0.1	-0.5	7	89*[5 µM]
CCc1ccc(NCCC(=O)c2ccc(Cl)cc2)cc1	nt	1	-8	-4	-8[20 µM]	0.0	4.3	-12	41
CCOC(=O)/C(C#N)=C/c1cc2cc(C)c(C)cc2nc1Cl	0.63	3	-18	-8	-23	0.3	0.8	-19	27
O=C(CN1CCN(c2ccccn2)CC1)NCc1cccs1	-0.72	-3	2	-25	-9	-0.9	0.1	-8	10
COc1cc(C2Nc3ccc4ncccc4c3C3=C2C(=O)CC(C)(C)C3)cc(OC)c1O (stereo not drawn)	nt	2	-29	12	-15[20 µM]	0.4	-0.1	-9	6
CCCC[n+]1c(C)sc2ccc(C)cc21	0.93	-4	3	-3	-22	-0.3	-1.4	-4	13
CC(=O)NNc1ccc(C(F)(F)F)cc1[N+](=O)[O-]	0.54	-1	0	-11	-6[20 µM]	0.1	2.0	-2	0
c1coc(CNCc2cccs2)c1	-1.1	-4	-5	-9	-17[20 µM]	1.1	1.2	-11	35
CC(=O)C1=C(O)C(=O)N(CCc2c[nH]c3ccccc23)C1c1ccccc1 (stereo not drawn)	-0.19	-13	-27	-114	-18	0.6	0.1	-8	2
CC(=O)c1ccc2c(c1)C1C=CCC1C(c1ccncc1)N2 (stereo not drawn)	0.57	3	-21	-14	-24[20 µM]	0.5	1.5	15	15
CC(C)(C)c1ccc(N=C2SCC(=O)N2Cc2cccs2)cc1	1.7	-6	-1	6	-8	0.4	-0.1	-11	19
COc1cccc2c(Cl)c(CCCl)c(C)nc12	-2.1	-4	6	-4	-14	1.0	0.6	5	12
COc1ccc2c(=O)c(-c3ccccc3)c(C)oc2c1	-0.42	-2	-3	7	-19	-0.3	-1.0	-3	2
O=C1CSC(c2ccccn2)N1c1ccc2ccccc2c1 (stereo not drawn)	0.56	-6	-1	13	-12[20 µM]	-0.1	1.1	0	19
